GLD-1 RNA inh: GLD-1-TGE RNA interaction inhibition (C. elegans) | Q17339 | AID 2280 | purified GLD-1 + fluorescein TGE RNA, fluorescence polarization | inhibition, % at 5.96 µM | 0.44% of 320,000 active;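 active = percent inhibition above a per-plate cutoff, the plate mean of test compounds plus 3 SD, cut at about 30% in these data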;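 also: 0% = DMSO wells with GLD-1 and probe and 100% = wells lacking GLD-1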
Bcl-xL primary: inhibitors of human Bcl-xL; Q07817; GST-Bcl-xL / FITC-Bim BH3 peptide fluorescence polarization; inhibition, % at 10.9 µM; 0.7% of 320,000 active; AID 2129;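 active = inhibition above the mean of all tested compounds plus 3 SD, cutoff set per campaign, cut at about 30% in these data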;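 also: 0% = DMSO wells and 100% = unlabeled Bim-BH3 peptide competitor; inhibitors lower millipolarization by displacing the labeled peptide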
Target sequence (Q07817 whole entry, looked up): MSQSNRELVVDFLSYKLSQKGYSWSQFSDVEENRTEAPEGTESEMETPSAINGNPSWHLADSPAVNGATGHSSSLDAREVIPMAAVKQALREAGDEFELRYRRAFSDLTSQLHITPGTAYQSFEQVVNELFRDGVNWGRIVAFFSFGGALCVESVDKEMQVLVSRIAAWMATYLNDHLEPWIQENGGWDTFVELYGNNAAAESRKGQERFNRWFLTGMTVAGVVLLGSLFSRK
MCL1 BIM primary: MCL1-BIM-BH3 interaction inhibition (human); 0.68% of 320,000 active; GST-MCL1 / FITC-Bim-BH3 fluorescence polarization; inhibition, % at 10.9 µM; Q07820;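 active = inhibition above the mean inhibition of all tested compounds plus 3 SD, set per campaign, cut at about 40% in these data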;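 also: 0% = DMSO wells and 100% = unlabeled Bim-BH3 peptide control; higher means more loss of mP so more displacement of Bim peptide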
Target sequence (Q07820 whole entry, looked up): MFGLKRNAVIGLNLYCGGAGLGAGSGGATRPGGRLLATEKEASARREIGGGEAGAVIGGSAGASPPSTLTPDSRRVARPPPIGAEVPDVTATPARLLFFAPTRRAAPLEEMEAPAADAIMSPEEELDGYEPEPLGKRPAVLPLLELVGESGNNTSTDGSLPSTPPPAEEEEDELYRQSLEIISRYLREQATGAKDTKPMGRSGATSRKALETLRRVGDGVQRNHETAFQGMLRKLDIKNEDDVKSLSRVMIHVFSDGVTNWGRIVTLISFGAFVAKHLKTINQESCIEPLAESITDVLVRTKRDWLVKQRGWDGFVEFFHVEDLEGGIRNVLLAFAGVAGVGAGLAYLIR
CIT2 TOR yeast: modulators of TOR pathway CIT2-GFP in S. cerevisiae; 0.065% of 320,000 active; S. cerevisiae CIT2-GFP strain, flow cytometry, 3 h; 100 means same as DMSO wells; GFP response vs DMSO, % at 10 µM;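 active = GFP response relative to DMSO above a set limit, near the screen mean plus 3 SD, cut at about 150% in these data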;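 also: ratio of well median GFP fluorescence to mean of DMSO wells on the plate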
MEX-5 binding: C. elegans MEX-5 TCR-2 RNA binding activity; Q9XUB2; MEX-5/FITC-TCR2 RNA binding, fluorescence polarization; active compounds read low; activity score (negative = inhibition of binding), % at 10 µM; 0.38% of 300,000 active;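 active = inhibition past about -25% in most replicates, and total fluorescence under double the plate's negative control median, limit read from the data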;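 also: 0% = DMSO and -100% = 5 µM competing unlabeled TCR2 RNA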
Target sequence (Q9XUB2 whole entry, looked up): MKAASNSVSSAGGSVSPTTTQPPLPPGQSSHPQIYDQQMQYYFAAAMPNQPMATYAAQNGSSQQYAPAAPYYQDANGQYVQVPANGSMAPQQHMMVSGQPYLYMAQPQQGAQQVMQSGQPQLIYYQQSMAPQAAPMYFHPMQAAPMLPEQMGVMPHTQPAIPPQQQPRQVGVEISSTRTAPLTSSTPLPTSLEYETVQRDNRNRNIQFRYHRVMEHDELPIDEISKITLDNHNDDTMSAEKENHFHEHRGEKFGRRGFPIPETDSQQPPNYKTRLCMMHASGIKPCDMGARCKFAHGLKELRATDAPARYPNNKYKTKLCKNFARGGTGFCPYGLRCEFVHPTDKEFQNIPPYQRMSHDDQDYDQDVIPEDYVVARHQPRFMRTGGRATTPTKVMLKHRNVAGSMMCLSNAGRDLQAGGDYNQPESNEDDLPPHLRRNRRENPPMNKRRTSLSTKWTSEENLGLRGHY
AGP1-GFP MLPCN: modulators of TOR pathway AGP1-GFP in S. cerevisiae. GFP response vs DMSO, % at 10 µM. AID 2066. 0.02% of 320,000 active. S. cerevisiae AGP1-GFP multiplex flow cytometry, 3 h; GFP as percent of DMSO wells;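 active = GFP response relative to DMSO above a set limit, near screen average plus 3 SD, cut at about 150% in these data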;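 also: median GFP channel fluorescence of the gated AGP1 strain per well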
GRK2 aptamer HTS: blocks RNA aptamer binding to human GRK2. inhibition of aptamer binding, % at 10 µM. bead flow cytometry, FAM-aptamer displacement from GRK2. AID 488847. P25098. 0.59% of 330,000 active;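 active = inhibition of aptamer binding above 40%, roughly 3 SD of noise, on plates passing a quality check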;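 also: median bead fluorescence of bound FAM aptamer so fluorescent compounds give negative values; no value below 0 was filed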
Fam108B counter: counter-screen for RBBP9 inhibitors: inhibitors of mouse Fam108B; inhibition, % at 9.51 µM; AID 1947; 0.33% of 300,000 active; recombinant Fam108B, FP-Rh probe fluorescence polarization;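 active = inhibition above the screen mean inhibition plus 3 SD, computed separately per campaign, cut at about 18% in these data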;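 also: inhibitors lower polarization as less probe binds the enzyme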
VLA-4 inh: inhibition in a human VLA-4 binding assay; 0.2% of 330,000 active; inhibition, % (about 7 µM as worked out from the volumes in the protocol); VLA-4 expressing cells, ligand binding flow cytometry; in the data active = inhibition above about 50%
* = called active by the depositor. An unsorted share of the library (roughly 2.2% active in at least one column).

`COc1ccc(Cl)cc1NC(=O)CN(C)CC(=O)Nc1ccc(C)cc1Br` gave GLD-1 RNA inh 5, Bcl-xL primary -3, MCL1 BIM primary -1, CIT2 TOR yeast 82, AGP1-GFP MLPCN 90, GRK2 aptamer HTS 0, Fam108B counter -6 and VLA-4 inh -5.
`Cc1noc(C)c1S(=O)(=O)Nc1ccc2c(c1)C(=O)N([C@H](C)CO)C[C@H](C)[C@@H](CN(C)C(=O)NC(C)C)O2` gave GLD-1 RNA inh 2, CIT2 TOR yeast 88, AGP1-GFP MLPCN 95, GRK2 aptamer HTS 3 and VLA-4 inh -5.
O=C(N/N=C/c1ccc(N2CCCCC2)o1)c1ccccc1[N+](=O)[O-] was read as GLD-1 RNA inh -4, Bcl-xL primary 4, MCL1 BIM primary 2, CIT2 TOR yeast 96, MEX-5 binding -6.4, AGP1-GFP MLPCN 100, GRK2 aptamer HTS 0, Fam108B counter 5 and VLA-4 inh 23.
`O=C(NCc1ccc2c(c1)OCO2)c1ccc(S(=O)(=O)N2CCOCC2)cc1` gave GLD-1 RNA inh 7, Bcl-xL primary -4, MCL1 BIM primary -5, CIT2 TOR yeast 93, MEX-5 binding 0.0, AGP1-GFP MLPCN 100, GRK2 aptamer HTS 5, Fam108B counter -4 and VLA-4 inh 13.
`COc1ccccc1-c1nc(C#N)c(N2CCc3ccccc3C2)o1` gave GLD-1 RNA inh 2, Bcl-xL primary -2, MCL1 BIM primary -3, CIT2 TOR yeast 90, MEX-5 binding 0.9, AGP1-GFP MLPCN 85, GRK2 aptamer HTS 0, Fam108B counter 0 and VLA-4 inh -9.
COc1cc(CCC(=O)NCC2CCCO2)cc(OC)c1OC (stereo unspecified) was read as GLD-1 RNA inh -4, Bcl-xL primary -1, MCL1 BIM primary 4, CIT2 TOR yeast 85, MEX-5 binding 5.5, AGP1-GFP MLPCN 95, GRK2 aptamer HTS 2, Fam108B counter -1 and VLA-4 inh -15.
`C#CCOCCOCCOCCNc1nc(N2CCN(C(=O)Cn3cc(CCCCN)nn3)CC2)nc(N2CCN(C(=O)[C@H](CCCCN)n3cc(CCCC)nn3)CC2)n1` gave GLD-1 RNA inh 11, Bcl-xL primary 3, MCL1 BIM primary -2, CIT2 TOR yeast 98, AGP1-GFP MLPCN 99, GRK2 aptamer HTS 0, Fam108B counter 4 and VLA-4 inh 38.
`Cc1c(Cl)c([N+](=O)[O-])nn1CCCC(=O)Nc1c(C)n(C)n(-c2ccccc2)c1=O` gave GLD-1 RNA inh -5, Bcl-xL primary 2, MCL1 BIM primary 3, CIT2 TOR yeast 114, AGP1-GFP MLPCN 110, GRK2 aptamer HTS 0, Fam108B counter 3 and VLA-4 inh -1.
CCC(=O)c1ccc(OCCn2cnc3ccccc32)cc1 was read as GLD-1 RNA inh 6, Bcl-xL primary 9, MCL1 BIM primary 6, CIT2 TOR yeast 99, MEX-5 binding 2.0, AGP1-GFP MLPCN 57, GRK2 aptamer HTS 1, Fam108B counter -7 and VLA-4 inh -1.
`CC(C)(C)c1ccc(-c2c(C#N)c(N)nc3c2CCCC3)s1` gave GLD-1 RNA inh 9, Bcl-xL primary 0, MCL1 BIM primary -3, CIT2 TOR yeast 112, MEX-5 binding -2.6, AGP1-GFP MLPCN 102, GRK2 aptamer HTS 1, Fam108B counter 1 and VLA-4 inh -1.
Screening CCOC(=O)C1CCCN(C(=O)CCn2nnnc2CN2CCOCC2)C1 (stereo unspecified) returned GLD-1 RNA inh 10, Bcl-xL primary 0, MCL1 BIM primary -8, CIT2 TOR yeast 99, MEX-5 binding -1.6, AGP1-GFP MLPCN 98, GRK2 aptamer HTS 7, Fam108B counter -1 and VLA-4 inh 10.
Screening O=C(COC(=O)/C=C/c1ccc(Cl)cc1)Nc1ccc2c(c1)OCCO2 returned GLD-1 RNA inh -1, Bcl-xL primary 6, MCL1 BIM primary 1, CIT2 TOR yeast 104, MEX-5 binding 0.9, AGP1-GFP MLPCN 102, GRK2 aptamer HTS 0, Fam108B counter -5 and VLA-4 inh 5.
For Cc1ccccc1NS(=O)(=O)c1ccc(NC(=O)CSCc2ccc(Br)cc2)cc1 the results were GLD-1 RNA inh 6, Bcl-xL primary 3, MCL1 BIM primary 7, CIT2 TOR yeast 101, MEX-5 binding -0.5, AGP1-GFP MLPCN 107, GRK2 aptamer HTS 5, Fam108B counter -50 and VLA-4 inh -12.
Screening CCc1nnc(N/N=C/c2ccc(-c3ccc([N+](=O)[O-])cc3)o2)n1N returned GLD-1 RNA inh -8, Bcl-xL primary -6, MCL1 BIM primary -6, CIT2 TOR yeast 87, MEX-5 binding -5.4, AGP1-GFP MLPCN 89, GRK2 aptamer HTS 0, Fam108B counter 3 and VLA-4 inh 5.
For COc1ccc(-c2[nH]n(-c3ccc([N+](=O)[O-])cc3)c(=O)c2C=NCCN2CCNCC2)cc1 the results were GLD-1 RNA inh -6, Bcl-xL primary 3, MCL1 BIM primary 1, CIT2 TOR yeast 93, MEX-5 binding 1.5, AGP1-GFP MLPCN 101, GRK2 aptamer HTS 0, Fam108B counter 8 and VLA-4 inh 15.
`CN1CCN(S(=O)(=O)c2ccc(C(F)(F)F)cc2)C(c2ccccc2)C1` (stereo unspecified) gave GLD-1 RNA inh -2, Bcl-xL primary 7, MCL1 BIM primary 5, CIT2 TOR yeast 98, AGP1-GFP MLPCN 104, GRK2 aptamer HTS 10 and VLA-4 inh 5.
For COc1ccc(N(C(=O)CSCC(=O)Nc2cc(C)on2)C(C(=O)NC2CCCCC2)c2ccc(O)c(O)c2)cc1 (stereo unspecified) the results were GLD-1 RNA inh 4, Bcl-xL primary -2, MCL1 BIM primary -2, CIT2 TOR yeast 101, MEX-5 binding -2.1, AGP1-GFP MLPCN 96, GRK2 aptamer HTS 6, Fam108B counter -4 and VLA-4 inh -5.
For COc1ccc(/C=C(/NC(=O)c2ccco2)C(=O)N2CCCCC2)cc1 the results were GLD-1 RNA inh 3, Bcl-xL primary 1, MCL1 BIM primary 6, CIT2 TOR yeast 104, MEX-5 binding 3.6, AGP1-GFP MLPCN 96, GRK2 aptamer HTS 9, Fam108B counter 0 and VLA-4 inh 5.
O=c1oc2cc(Oc3c([N+](=O)[O-])cc(C(F)(F)F)cc3[N+](=O)[O-])ccc2c2c1CCCC2 was read as GLD-1 RNA inh -2, Bcl-xL primary 4, MCL1 BIM primary 3, CIT2 TOR yeast 76, MEX-5 binding 0.9, AGP1-GFP MLPCN 86, GRK2 aptamer HTS 0, Fam108B counter 4 and VLA-4 inh -6.
For Oc1ccc(/C=C/c2ccc3cccc(O)c3n2)cc1Br the results were GLD-1 RNA inh -18, Bcl-xL primary -10, MCL1 BIM primary -15, CIT2 TOR yeast 104, MEX-5 binding -5.3, AGP1-GFP MLPCN 95, GRK2 aptamer HTS 47*, Fam108B counter 8 and VLA-4 inh -5.

Reprinted from the part before: three compounds, followed by the next part.
For COc1ccc(/C=C(/NC(=O)c2ccco2)C(=O)N2CCCCC2)cc1 the results were GLD-1 RNA inh 3, Bcl-xL primary 1, MCL1 BIM primary 6, CIT2 TOR yeast 104, MEX-5 binding 3.6, AGP1-GFP MLPCN 96, GRK2 aptamer HTS 9, Fam108B counter 0 and VLA-4 inh 5.
O=c1oc2cc(Oc3c([N+](=O)[O-])cc(C(F)(F)F)cc3[N+](=O)[O-])ccc2c2c1CCCC2 was read as GLD-1 RNA inh -2, Bcl-xL primary 4, MCL1 BIM primary 3, CIT2 TOR yeast 76, MEX-5 binding 0.9, AGP1-GFP MLPCN 86, GRK2 aptamer HTS 0, Fam108B counter 4 and VLA-4 inh -6.
For Oc1ccc(/C=C/c2ccc3cccc(O)c3n2)cc1Br the results were GLD-1 RNA inh -18, Bcl-xL primary -10, MCL1 BIM primary -15, CIT2 TOR yeast 104, MEX-5 binding -5.3, AGP1-GFP MLPCN 95, GRK2 aptamer HTS 47*, Fam108B counter 8 and VLA-4 inh -5.
Screening O=C(NC1CCN(Cc2ccccc2)CC1)c1cncc(Br)c1 returned GLD-1 RNA inh 0, Bcl-xL primary 6, MCL1 BIM primary 11, CIT2 TOR yeast 100, MEX-5 binding -0.7, AGP1-GFP MLPCN 107, GRK2 aptamer HTS 1, Fam108B counter -2 and VLA-4 inh 17.
`CCCC1=NN(C(=O)CCc2ccccc2O)C(O)(C(F)(F)F)C1` (stereo unspecified) gave GLD-1 RNA inh 12, Bcl-xL primary -14, MCL1 BIM primary -17, CIT2 TOR yeast 111, MEX-5 binding 2.1, AGP1-GFP MLPCN 113, GRK2 aptamer HTS 0, Fam108B counter 6 and VLA-4 inh -1.
CCOC(=O)c1ccccc1NC1c2ccccc2C(=O)N1c1ccc(C)cn1 (stereo unspecified) was read as GLD-1 RNA inh -4, Bcl-xL primary 4, MCL1 BIM primary 5, CIT2 TOR yeast 95, MEX-5 binding 3.5, AGP1-GFP MLPCN 109, GRK2 aptamer HTS 0, Fam108B counter 0 and VLA-4 inh -13.
O=C(C(Sc1ccccc1)c1ccccc1)N1CCN(c2ccccc2F)CC1 (stereo unspecified) was read as GLD-1 RNA inh 0, Bcl-xL primary 8, MCL1 BIM primary 8, CIT2 TOR yeast 86, MEX-5 binding 2.2, AGP1-GFP MLPCN 89, GRK2 aptamer HTS 1, Fam108B counter -1 and VLA-4 inh 10.
Screening Cc1ccccc1C(=O)NC1CC2CCCC(C1)N2C(=O)Nc1ccccc1 (stereo unspecified) returned GLD-1 RNA inh 6, Bcl-xL primary -2, MCL1 BIM primary -8, CIT2 TOR yeast 104, MEX-5 binding -0.9, AGP1-GFP MLPCN 108, GRK2 aptamer HTS 3, Fam108B counter 3 and VLA-4 inh 2.
For COc1ccc(-c2csc3ncnc(NCCN4CCOCC4)c23)cc1 the results were GLD-1 RNA inh -7, Bcl-xL primary 1, MCL1 BIM primary 6, CIT2 TOR yeast 116, MEX-5 binding 0.7, AGP1-GFP MLPCN 114, GRK2 aptamer HTS 5, Fam108B counter -1 and VLA-4 inh 0.
Screening Cc1ccc(OCC(=O)Nc2cccc(S(=O)(=O)NC3=NCCCCC3)c2)cc1C returned GLD-1 RNA inh 1, Bcl-xL primary -10, MCL1 BIM primary -26, CIT2 TOR yeast 106, MEX-5 binding 2.7, AGP1-GFP MLPCN 98, GRK2 aptamer HTS 0, Fam108B counter 4 and VLA-4 inh 11.
For CCOc1ccc(N(C)S(=O)(=O)c2ccc3[nH]cc(C(=O)NCCCOC)c(=O)c3c2)cc1 the results were GLD-1 RNA inh 6, Bcl-xL primary -1, MCL1 BIM primary 1, CIT2 TOR yeast 104, MEX-5 binding 0.2, AGP1-GFP MLPCN 94, GRK2 aptamer HTS 1, Fam108B counter -3 and VLA-4 inh 9.
For COc1ccc(CNC(=O)Cn2nc([N+](=O)[O-])c(Br)c2C)cc1 the results were GLD-1 RNA inh 7, Bcl-xL primary 7, MCL1 BIM primary 5, CIT2 TOR yeast 95, MEX-5 binding 0.1, AGP1-GFP MLPCN 101, GRK2 aptamer HTS 0, Fam108B counter 4 and VLA-4 inh 4.
For CC1CCc2c(sc3ncnc(NCCN4CCOCC4)c23)C1 (stereo unspecified) the results were GLD-1 RNA inh 0, Bcl-xL primary -2, MCL1 BIM primary 4, CIT2 TOR yeast 104, MEX-5 binding -1.4, AGP1-GFP MLPCN 110, GRK2 aptamer HTS 0, Fam108B counter 1 and VLA-4 inh -6.

Bioassay records deposited in PubChem by several laboratories.
